Screening results deposited in PubChem by several laboratories.
SRC2 inh = inhibits human steroid receptor coactivator 2. HEK293 GAL4-SRC2 luciferase reporter, luminescence. inhibition, % at 9 µM. 370,000 tested, 0.17% active. Q15596;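 active = inhibition above the mean inhibition of all tested compounds plus 3 SD, set per campaign, cut at about 52% in these data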;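 note: 0% = DMSO treated cells and 100% = cells given Gossypol at 36 µM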
NR2F2 inh = inhibitors of human COUP-TFII (NR2F2). P24468. HEK293T NGFI-A luciferase reporter, luminescence. inhibition, % at 8.6 µM. 370,000 tested, 0.7% active;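 active = inhibition above a per-plate cutoff, mean inhibition of test wells between control levels plus 3 SD, cut at about 38% in these data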;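 note: cells cotransfected with COUP-TFII expression vector driving the NGFI-A reporter; 0% = median of COUP-TF2 test wells and 100% = reporter-only cells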
TROY NFkB inh = inhibitors of TROY-dependent NF-kB signaling; Q293 LMP1-TROYcd NF-kB luciferase reporter, 4 h; inhibition, % at 10 µM; 360,000 tested, 0.98% active; AID 1347056;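 active = compounds whose plate-normalised and pattern-corrected inhibition of the luciferase reporter signal at the single screening dose is 50% or more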
ABHD5-PLIN5 inh = inhibitors of human ABHD5-perilipin-5 interaction; AID 602281; Split G. princeps luciferase complementation, luminescence, 4 h; Q00G26+Q8WTS1; 360,000 tested, 0.78% active; inhibition, % at 4 µM;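 active = inhibition above the mean inhibition across every tested compound plus 3 SD, cut at about 22% in these data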;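 note: 0% = DMSO only wells and the 100% control is not disclosed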
Target sequence (Q00G26 whole entry, looked up): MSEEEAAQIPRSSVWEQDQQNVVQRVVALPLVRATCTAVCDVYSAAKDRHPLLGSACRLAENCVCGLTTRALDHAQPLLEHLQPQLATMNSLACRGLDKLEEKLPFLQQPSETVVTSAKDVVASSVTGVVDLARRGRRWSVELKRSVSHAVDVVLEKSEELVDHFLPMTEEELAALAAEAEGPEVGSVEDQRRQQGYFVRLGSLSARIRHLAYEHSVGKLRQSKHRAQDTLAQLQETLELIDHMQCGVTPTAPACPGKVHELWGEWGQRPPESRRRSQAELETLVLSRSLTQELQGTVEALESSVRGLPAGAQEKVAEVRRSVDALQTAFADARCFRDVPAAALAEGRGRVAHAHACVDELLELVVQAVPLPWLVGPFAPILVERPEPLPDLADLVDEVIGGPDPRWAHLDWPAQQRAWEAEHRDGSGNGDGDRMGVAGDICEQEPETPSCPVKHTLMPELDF
Target sequence (Q8WTS1 whole entry, looked up): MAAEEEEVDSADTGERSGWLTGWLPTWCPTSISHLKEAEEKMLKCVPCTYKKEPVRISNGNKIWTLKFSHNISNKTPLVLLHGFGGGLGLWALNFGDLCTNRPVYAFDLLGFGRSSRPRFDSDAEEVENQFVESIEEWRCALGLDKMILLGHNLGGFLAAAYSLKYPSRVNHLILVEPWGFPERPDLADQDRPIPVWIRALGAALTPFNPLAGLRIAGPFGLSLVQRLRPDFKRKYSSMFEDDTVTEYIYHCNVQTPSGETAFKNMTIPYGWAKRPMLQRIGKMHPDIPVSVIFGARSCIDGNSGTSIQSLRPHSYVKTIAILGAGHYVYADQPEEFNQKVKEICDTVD
TWEAK-Fn14 inh = TWEAK-Fn14 signaling inhibition; TWEAK-stimulated Fn14 reporter cells, luciferase luminescence, 8 h; 360,000 tested, 2% active; inhibition, % at 10 µM; in the data active = inhibition above about 50%
Exocytosis inh = blocks lytic granule exocytosis. AID 651702. 360,000 tested, 0.66% active. TALL-104 LAMP-1 surface exposure, flow cytometry; cells stimulated with thapsigargin and PMA. inhibition, % at 10 µM;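 active = inhibition above about 55%, limit read from the data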
NOD2 RIPK2 PPI = NOD2-RIPK2 protein interaction inhibition | O43353 | 360,000 tested, 0.38% active | CHO BLA complementation NOD2-RIPK2, CCF4 ratio | inhibition, % at 4.98 µM; in the data active = inhibition above about 21%;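 note: 0% = vehicle only and 100% = reference blocker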
NCOA3 inh = inhibits human SRC3 coactivator | Q9Y6Q9 | HEK293 GAL4-SRC3 luciferase reporter, luminescence | inhibition, % at 3.6 µM | 360,000 tested, 0.17% active | AID 588352;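 active = inhibition above a per-campaign cutoff, the mean of all compounds plus 3 SD, cut at about 60% in these data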;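 note: 0% = DMSO-treated cells and 100% = gossypol-treated cells at 36 µM; higher means less SRC3-driven luciferase light from the GAL4 reporter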
LRH-1 inv ag = inverse agonists of human LRH-1 (NR5A2); O00482; HEK293T StAR-luciferase reporter, LRH-1 transfected, 24 h; inhibition, % at 3.6 µM; 360,000 tested, 0.13% active;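 active = inhibition above the mean inhibition of all tested compounds plus 3 SD, cut at about 73% in these data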;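 note: 0% = DMSO wells and 100% = reporter-only cells lacking LRH-1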
TLR9-MyD88 block = blocks human TLR9 binding to MyD88; 340,000 tested, 0.21% active; CHO BLA complementation TLR9-MyD88, CCF4 FRET ratio; inhibition, % at 4.98 µM;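 active = inhibition above the mean over all tested compounds plus 3 SD, cut at about 21% in these data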;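 note: 0% = DMSO only wells and 100% = clavulanate BLA inhibitor control wells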
NCOA1 inh = inhibitors of human steroid receptor coactivator 1 (SRC1). Q15788. inhibition, % at 3.6 µM. HEK293 GAL4-SRC1 luciferase reporter, luminescence. 360,000 tested, 0.12% active;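 active = inhibition above the campaign mean plus 3 SD, with each screening campaign given its own cutoff, cut at about 60% in these data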;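 note: 0% = DMSO treated cells and 100% = gossypol at 36 µM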
The depositor's hits bear a star; nt = not tested or not shown; & = joins results of further samples. This is a subset (hit frequency here may not be typical).

mol,SRC2 inh,NR2F2 inh,TROY NFkB inh,ABHD5-PLIN5 inh,TWEAK-Fn14 inh,Exocytosis inh,NOD2 RIPK2 PPI,NCOA3 inh,LRH-1 inv ag,TLR9-MyD88 block,NCOA1 inh
O=C(NCCc1ccccc1)c1ccc2c(=O)[nH]c3c(C(=O)NCC4CCCO4)sc(=S)n3c2c1 (stereo not given),-18,-15,3,-7,-3,-2,6,-16,-21,-2,-12
O=S(=O)(NCc1ccc2c(c1)OCO2)c1cccc(S(=O)(=O)N2CCOCC2)c1,-19,19,0,6,0,0,7,10,-18,-4,5
Cc1nc2oc3c(NCc4ccccn4)ncnc3c2c2c1COC(C)(C)C2,-28,2,7,2,8,-2,7,10,-28,1,-11
Cc1cc(C(=O)N/N=C/c2cc(Br)c(Br)o2)n[nH]1,-28,-22,6,-3,-8,-10,-8,-30,-56,-15,-31
NC(=O)c1c(NC(=O)c2ccncc2)sc2c1CCCC2,2,-14,-17,3,2,-2,4,-68,-17,-5,-23
CC1(C)CC(=O)C([N+](=O)[O-])=C(NCCCO)C1,-22,-9,11,-1,6,-2,-9,-14,5,-4,3
CCCCc1nc2cc(C(=O)N3CCN(c4nc(C)cnc4C)CC3)ccc2o1,-14,-13,-25,6,2,5,6,-62,-45,-12,-60
CCc1nc2c(OCc3ccccc3)cccn2c1N(C)C(=O)C(C)C,-10,-1,-5,11,-8,-6,-4,7,-9,nt,11
O=C(OCC1OC(n2ncc(=O)[nH]c2=O)C(OC(=O)c2ccccc2)C1OC(=O)c1ccccc1)c1ccccc1 (stereo not given),22,16,13,7,5,13,-8,13,-7,-4,11
O=C(Nc1cccnc1)Nc1cc(Cl)cc(Cl)c1,-11,6,33,9,34,4,5,14,14,5,8
CC(C)c1cc(C(=O)NCc2cccnc2)no1,nt,nt,-5,-4,1,0,0,5,-1,-5,3
O=C(Nc1ccc(O)cc1)c1ccc2c(c1)C(=O)N(N1C(=O)c3ccccc3C1=O)C2=O,-1,0,2,7,3,4,-2,-1,-10,-11,-48
COc1cccc(CNC(=O)[C@@H]2CCCN2C(=O)[C@H]2CCCCN2C(=O)c2ccccc2)c1,7,-13,1,-2,-2,-2,2,nt,-5,nt,nt
Nc1nc(CSc2nnnn2-c2ccc(Cl)cc2)nc(N2CCOCC2)n1,8,-6,2,-7,8,0,-5,-7,13,-3,7
CC(=O)CCCC(NS(=O)(=O)CCC(Cl)(Cl)Cl)c1ccccc1 (stereo not given),-4,-3,-3,-1,-4,-1,-11,0,-6,-7,-4
Cn1cnc([N+](=O)[O-])c1Sc1ncccc1N,-11,-3,-21,-2,-1,1,-5,2,-33,-13,9
O=C(COC(=O)CCN1C(=O)c2ccccc2C1=O)Nc1ccccc1[N+](=O)[O-],-7,4,1,4,-18,8,0,-3,14,-1,-58
COC(=O)C(C(=O)Nc1ccc(OC)cc1)C1CCCCCC1 (stereo not given),-5,-5,7,-1,-12,-2,6,-1,4,-5,11
O=C(CSc1nnc(-c2ccncc2)n1C1CCCCC1)Nc1ccccc1,10,7,-2,-4,12,2,6,14,6,-2,10
CCN(CC(=O)Nc1c(F)cccc1F)C(=O)CN1C(=O)c2ccccc2C1=O,10,3,2,1,-2,1,2,-5,12,11,6
CC1=CC(C)C2C(=O)N(CCCN(C)C)C(=O)C2C1 (stereo not given),-31,5,4,-7,-2,-1,-7,8,12,10,0
COc1cc(Cl)c(S(=O)(=O)NCCN2CCOCC2)cc1Cl,-17,3,11,-2,3,2,6,-2,14,5,-13
O=C(CCN1C(=O)S/C(=C\c2ccccc2)C1=O)N1CCOCC1,-35,-40,-15,-4,-14,0,7,5,-13,-11,-44
CC12CCC(C(=O)Nc3ccc4c(c3)OCCO4)(OC1=O)C2(C)C (stereo not given),16,2,70*,-3,83*,-1,2,11,5,-1,7
Cc1cc(C(=O)NC2CCCCC2)c(C)n1-c1ccc(F)cc1,-44,-26,-23,-2,27,6,-2,-42,-98,7,-64

Brought forward from above: 2 compounds; new compounds follow.
mol,SRC2 inh,NR2F2 inh,TROY NFkB inh,ABHD5-PLIN5 inh,TWEAK-Fn14 inh,Exocytosis inh,NOD2 RIPK2 PPI,NCOA3 inh,LRH-1 inv ag,TLR9-MyD88 block,NCOA1 inh
CC12CCC(C(=O)Nc3ccc4c(c3)OCCO4)(OC1=O)C2(C)C (stereo not given),16,2,70*,-3,83*,-1,2,11,5,-1,7
Cc1cc(C(=O)NC2CCCCC2)c(C)n1-c1ccc(F)cc1,-44,-26,-23,-2,27,6,-2,-42,-98,7,-64
O=C(NCc1ccco1)c1ccc(-c2ccc(F)c(F)c2)c2ccoc12,-35,-2,-40,1,-18,1,9,-39,-40,nt,3
COc1cccc(-c2nnc3sc(-c4ccccn4)nn23)c1,-39,-9,-10,-1,-3,-3,-8,-9,-27,3,-16
Cc1ccc(/C=N/NC(=O)C2CCN(Cc3ccc(F)cc3Cl)CC2)o1,10,14,2,-10,-4,-2,-11,16,-10,-4,-13
CCOCCCNC(=O)c1cc2c(=O)n(CC)c3ccccc3c2s1,-29,-18,-7,6,29,14,4,2,4,-1,14
COc1cc(C2NC(=O)NC(C)=C2C(=O)OCc2ccc(C)cc2)cc(OC)c1OC (stereo not given),-2,-6,11,5,-13,-1,-3,-9,9,3,8
Cc1ccc(OCCNc2cc(N3CCN(CCO)CC3)ccc2[N+](=O)[O-])cc1C,2,-17,-1,31*,-30,10,2,-4,-3,-8,-15
CCOC(=O)C1=NOC(CNC(=O)c2ccccc2Cl)C1 (stereo not given),17,10,15,0,-3,2,7,14,6,4,1
CCn1nccc1C(=O)Nc1nccs1,6,-2,-7,-7,-1,0,5,23,5,4,-5
CCCc1cnc(N2CCN(C(=O)c3ccc(F)cc3)CC2)nc1,-11,12,9,-7,-2,-4,3,-12,15,-2,0
CN(C)CCC(c1ccc(Br)cc1)c1ccccn1 (stereo not given),4&5&-6,-1&-10&-12,-1&-3&12,3&-6&-2,-2&6&-3,9&0&1,-7&-7&-2,19&4&-13,29&-4&-17,7&-3&3,-8&-20&9
Cc1cc(C)nc(-n2ncc3c2CC(C)CC3=O)n1 (stereo not given),2,-7,-10,-4,16,1,3,19,15,nt,5
COCCNC(=O)CCc1c(C)nc2nc(-c3cc(OC)cc(OC)c3)nn2c1C,-6,2,-11,1,0,-1,-9,21,27,2,1
C=CCNC(=O)CCCc1ccccc1,-11,2,-25,4,-10,-1,2,-15,-7,-6,-15
Cc1cccc(N2C(=O)C3CCCN3C2=S)c1C (stereo not given),4,-5,2,6,13,0,-3,-4,1,-7,8
O=C(NC(c1ccc(Cl)cc1)c1cnccn1)C1CCN(CCCc2ccccc2)CC1 (stereo not given),nt,nt,0,4,9,-6,-3,1,-1,nt,-6
O=C1Nc2ccccc2C12Nc1ccccc1-c1nc3ccccc3n12 (stereo not given),-40,1,-7,-1,11,56*,6,0,12,-2,-6
CCOC(=O)c1cnc(-n2nc(C)cc2C)nc1Oc1ccc(C#N)cc1,2,0,24,-4,-4,-2,-5,24,10,3,-6
CCc1ccccc1N1C(=O)c2ccccc2S1(=O)=O,10,8,0,3,19,-4,-13,-3,22,14,7
COc1ccc(S(=O)(=O)N2CCCC2)cc1OC,19,7,-10,2,5,-4,-1,8,5,-5,2
CCOC(=O)c1c(C)c(C)n(Cc2cccc(OC)c2OC)c1C,13,-1,0,2,-9,-6,-3,7,-4,-3,2
O=C(O)c1ccc(/C=C2/SC(=S)N(Cc3ccccc3)C2=O)cc1,-33,-4,-6,-2,-14,-6,3,-11,3,-5,-6
CCN(CC)CCCNc1oc(/C=C/c2ccccc2)nc1C#N,-46,-2,-23,-2,-8,1,-8,10,1,nt,-1

Record cards (already shown). Order of values: SRC2 inh, NR2F2 inh, TROY NFkB inh, ABHD5-PLIN5 inh, TWEAK-Fn14 inh, Exocytosis inh, NOD2 RIPK2 PPI, NCOA3 inh, LRH-1 inv ag, TLR9-MyD88 block, NCOA1 inh
Record of Cc1cc(C)nc(-n2ncc3c2CC(C)CC3=O)n1 (stereo not given) → 2, -7, -10, -4, 16, 1, 3, 19, 15, nt, 5
Record of CCn1nccc1C(=O)Nc1nccs1 → 6, -2, -7, -7, -1, 0, 5, 23, 5, 4, -5

As entered above.
SRC2 inh with CCOC(=O)c1cnc(-n2nc(C)cc2C)nc1Oc1ccc(C#N)cc1 → 2
LRH-1 inv ag with CCn1nccc1C(=O)Nc1nccs1 → 5
TWEAK-Fn14 inh with COc1cccc(-c2nnc3sc(-c4ccccn4)nn23)c1 → -3
NCOA1 inh with COc1ccc(S(=O)(=O)N2CCCC2)cc1OC → 2
NCOA3 inh with COCCNC(=O)CCc1c(C)nc2nc(-c3cc(OC)cc(OC)c3)nn2c1C → 21
